# Screening data as filed in PubChem BioAssay.
# SIRT5 block: sirtuin-5 (human) deacylase inhibition | AID 652115 | 330,000 tested, 1.1% active | inhibition, % at 15 µM | Purified SirT5, succinyl-peptide AMC, trypsin-coupled fluorescence; in the data active means inhibition above about 15%; inconclusive means no clear call, values can overlap the other calls
# DENV2 CPE rescue: protects cells from dengue virus 2 cytopathic effect | DENV2-infected cells, cytopathic effect rescue, plate reader | CPE inhibition, % at 9.99 µM | 350,000 tested, 1.7% active; in the data active means CPE inhibition above about 20%, passing the limit was not always enough; inconclusive means no clear call, values can overlap the other calls; tested in BHK-21 cells;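 further: 0% = median of neutral control wells and 100% = median of positive control wells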
# miR122 inh: blocks miR-122 activity in Huh7 sensor cells; 340,000 tested, 0.3% active; activation (reporter increase), % at 12.5 µM; Huh7 miR-122 Renilla luciferase sensor, 48 h; neutral wells = 0, positive control = 100; AID 602342;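 active means mean replicate activation score at least 90 and every replicate individually at or above 90; inconclusive means only one of the two criteria met; inactive means neither criterion met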;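 further: higher luciferase means less miR-122 activity so hits act as miR-122 inhibitors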
# CASP6 VEID inh: caspase-6 (human) enzyme inhibition. P55212. purified caspase-6, Z-VEID-R110 cleavage fluorescence. inhibition, % at 12.5 µM. 350,000 tested, 0.53% active;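 active means mean inhibition across replicates at least about 35%, with every replicate also reaching that limit, limit read from the data; inconclusive means only one of the two criteria met; inactive means neither criterion met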;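 further: 0% = median of neutral control wells and 100% = no fluorescence left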
# ERAP1 HTS inh: blocks human ERAP1 aminopeptidase activity | Q9NZ08 | recombinant ERAP1, Leu-AMC fluorescence, 60 min | inhibition, % at 10.7 µM | 340,000 tested, 0.15% active | AID 652197;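 active means mean replicate inhibition of at least 30%, or all replicates individually reaching that 30% level; inactive means mean below 30% and not every replicate reaching it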;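 further: 0% = neutral control wells and 100% = L-leucinethiol positive control wells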
# Target sequence (Q9NZ08 whole entry, looked up): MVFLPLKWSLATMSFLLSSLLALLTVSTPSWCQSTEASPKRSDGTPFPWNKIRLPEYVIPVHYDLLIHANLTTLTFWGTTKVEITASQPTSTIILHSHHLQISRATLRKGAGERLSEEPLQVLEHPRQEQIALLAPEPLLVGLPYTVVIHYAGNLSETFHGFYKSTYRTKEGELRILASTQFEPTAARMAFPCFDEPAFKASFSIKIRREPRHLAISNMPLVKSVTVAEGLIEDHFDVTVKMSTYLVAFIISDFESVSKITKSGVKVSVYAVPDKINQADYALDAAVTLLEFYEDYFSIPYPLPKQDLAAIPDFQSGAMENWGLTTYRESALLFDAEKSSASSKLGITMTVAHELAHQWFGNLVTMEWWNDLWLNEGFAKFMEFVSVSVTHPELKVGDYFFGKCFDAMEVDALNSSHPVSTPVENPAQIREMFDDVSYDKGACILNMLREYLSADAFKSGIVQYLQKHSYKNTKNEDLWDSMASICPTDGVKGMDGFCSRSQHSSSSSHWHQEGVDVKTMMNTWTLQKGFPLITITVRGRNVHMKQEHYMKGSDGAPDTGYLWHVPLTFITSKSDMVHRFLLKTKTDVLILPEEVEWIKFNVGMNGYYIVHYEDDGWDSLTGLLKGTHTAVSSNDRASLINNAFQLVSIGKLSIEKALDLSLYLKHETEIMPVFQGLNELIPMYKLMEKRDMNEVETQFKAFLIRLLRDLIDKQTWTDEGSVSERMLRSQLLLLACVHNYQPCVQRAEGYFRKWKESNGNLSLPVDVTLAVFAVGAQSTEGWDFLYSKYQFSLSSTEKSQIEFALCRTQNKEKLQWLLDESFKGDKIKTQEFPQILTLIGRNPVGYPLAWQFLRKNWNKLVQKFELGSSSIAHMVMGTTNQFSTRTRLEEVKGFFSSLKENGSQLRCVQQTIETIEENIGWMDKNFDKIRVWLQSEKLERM
# ERp5 block: ERp5 (human) disulfide isomerase inhibition; ERp5 insulin aggregation, absorbance 650 nm, 90 min; inhibition, % at 9.99 µM; 350,000 tested, 0.05% active; AID 651711;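 active means mean replicate inhibition above about 25%, with every replicate also reaching it, limit read from the data, passing the limit was not always enough; inconclusive means only one of those two criteria met; inactive means neither criterion met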
# CFTR F508del cor: CFTR F508del correction in bronchial cells; CFBE cells, YFP halide quenching; stimulated with forskolin plus potentiator P3; % fluorescence drop versus neutral controls; activity (quench increase), % at 7.58 µM; 350,000 tested, 0.36% active; AID 720511;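 active means mean added fluorescence quench of at least 8% versus neutral control, with both replicates also reaching 8%; inconclusive means only one of the mean or replicate conditions met; inactive means mean below 8% and not both replicates reaching 8%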;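 further: cells transiently co-express mutant CFTR-F508del with the halide-sensitive YFP; corrector assay measuring rescue of mutant channel to the surface after 24 h compound exposure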
# The depositor's hits bear a star; ? = inconclusive; · = not tested or not shown; & = joins results of further samples; [ ] = remark or other dose.
SIRT5 block	DENV2 CPE rescue	miR122 inh	CASP6 VEID inh	ERAP1 HTS inh	ERp5 block	CFTR F508del cor	Compound
8	17	1	1	5	-1	-1.7	COc1ccc(/C=C/C(=O)Nc2c(C(=O)O)[nH]c3ccccc23)cc1OC
-1	-1	-2	-3	3	5	-0.1	CC(C)=CCN1CCN(Cc2cc(CC(C)C)n[nH]2)CC1CCO (stereo not given)
-4	-14	4	-5	-2	-1	·	Cn1c(=NN=Cc2ccccc2OCCO)sc2ccccc21
0	-13	·	4	·	-2	-1.4	CCCCCn1nnnc1C1c2ccccc2C(=O)N1Cc1ccco1 (stereo not given)
2	13	0	3	2	0	1.8	Cc1nn(-c2ncc(C(F)(F)F)cc2Cl)c(=O)n1-c1ccc(F)cc1
0	5	-3	0	1	5	0.6	N=c1oc2ccc([N+](=O)[O-])cc2cc1C(=O)NCc1ccccc1
0	·	-3	6	4	1	0.3	COCCn1nnnc1C(c1cccs1)N1CCN(c2nc3ccccc3s2)CC1 (stereo not given)
-2	·	·	5	-1	8	-2.7	Cc1ccc(S(=O)(=O)N2CCC(C(=O)OCC(=O)NCCc3ccccc3)CC2)cc1C
·	-3	-5	10	1	2	3.2	CCC(C)N(C(=O)COC(=O)c1ccc(N)c([N+](=O)[O-])c1)C1CCS(=O)(=O)C1 (stereo not given)
-2	-9	-10[16.7 µM]	-2	0	-1	3.2	Cc1noc(C)c1S(=O)(=O)Nc1ccc2c(c1)C(=O)N([C@H](C)CO)C[C@H](C)[C@H](CN(C)Cc1ccc3c(c1)OCO3)OCCCC[C@H](C)O2
0	-3	·	-1	-6	1	0.1	COc1cc2c(cc1OC)CN(C(=S)Nc1cccc(Cl)c1C)CC2
-6	-4	-3	3	0	3	·	CS(=O)(=O)N(CC(=O)N1CCN(Cc2ccccc2)CC1)c1cccc([N+](=O)[O-])c1
-8	-6	·	1	0	0	-1.0	CC1(C)OC2OC3C(CNCCO)OC(c4ccccc4)OC3C2O1 (stereo not given)
-5	-1	·	15	18	2	0.0	CCCCn1nnnc1C1(C)CCC(=O)N1CCCn1ccnc1 (stereo not given)
-3	0	-3	4	-1	4	-1.1	OCCC1CN(C/C=C/c2ccco2)CCN1Cc1ccccc1 (stereo not given)
-3	0	-7	-3	0	-5	-1.0	CCC(C)NC(=O)CS(=O)Cc1nc(-c2ccccc2C)oc1C (stereo not given)
-4	-2	21	5	0	0	3.7	O=S(=O)(NCCN1CCOCC1)c1ccc(Cl)c(Cl)c1
-2	11	-5[16.7 µM]	2	2	3	1.3	C[C@H](CO)N1C[C@H](C)[C@H](CN(C)C(=O)c2ccccc2)OCCCC[C@H](C)Oc2ccc(N(C)C)cc2C1=O
1	2	3	1	-1	?	4.1	CCOC(=O)CN1C(=O)C(Sc2n[nH]c(-c3ccc(C)cc3)n2)CCc2ccccc21 (stereo not given)
-7	?	-13	-138	2	-4	-3.7	CCC(C)N(C(=O)CSc1nnnn1-c1ccccc1OC)C1CCS(=O)(=O)C1 (stereo not given)
-1	-3	·	2	2	2	-1.3	COc1ccc(C(=O)NCc2ccc3[nH]c(C)cc3c2)cc1OC
-1	8	·	0	-1	-5	2.0	COC(=O)C[C@H]1CC[C@@H](NS(=O)(=O)c2ccc(OC)cc2)[C@H](CO)O1
-3	3	5	-2	15	-15	7.9	CCCCN(C(=O)CN1C(=O)C2CCCCC2C1=O)c1c(N)n(CCC)c(=O)[nH]c1=O (stereo not given)
-5	14	0	2	1	6	-0.6	Cc1ccsc1CN(C)C(=O)C1CCC(=O)N(CCc2cccc(F)c2)C1 (stereo not given)
1	·	81[16.7 µM]	-3	-1	-2	1.5	C[C@@H]1CCCCO[C@@H](CN(C)CC2CCCCC2)[C@@H](C)CN([C@H](C)CO)C(=O)c2cc(NC(=O)c3ccccc3)ccc2O1
15	3	-3[16.7 µM]	-2	1	-2	3.1	C[C@@H]1CCCCO[C@H](CN(C)Cc2ccc(C(F)(F)F)cc2)[C@@H](C)CN([C@@H](C)CO)C(=O)c2cc(NS(=O)(=O)c3ccc(Cl)cc3)ccc2O1
1	7	2	-1	0	0	-2.0	O=C(OCc1cn([C@H]2CN(CC3CCCCC3)[C@@H](c3ccccc3)C[C@@H]2O)nn1)c1ccccc1
-3	-4	·	-2	-1	-5	0.8	CC(Nc1n[nH]c(=O)[nH]c1=O)C(=O)N/N=C/c1cccs1 (stereo not given)
-2	-4	-2[16.7 µM]	-1	-1	-8	1.6	C[C@@H]1CCCCO[C@@H](CN(C)CC2CC2)[C@H](C)CN([C@@H](C)CO)C(=O)c2cc(NS(=O)(=O)c3ccc(F)cc3)ccc2O1
·	?	-1	4	3	-1	5.1	OC(CCN1CCC2CCC(C2)C1)c1ccc(Br)cc1 (stereo not given)
-2	-6	0[16.7 µM]	0	2	-9	-2.8	C[C@H]1CN([C@@H](C)CO)C(=O)Cc2cc(NS(C)(=O)=O)ccc2O[C@H]1CN(C)S(C)(=O)=O
6	-13	45[16.7 µM]	-4	-5	-9	1.4	Cc1cc(C(=O)Nc2cccc3c2O[C@H](CN(C)S(=O)(=O)c2ccccc2)[C@H](C)CN([C@H](C)CO)C3=O)n(C)n1
-1	14	·	-1	-8	-3	0.2	COc1cccc(N=Nc2ccc3ccccc3c2O)c1
-9	-7	·	1	-1	2	-0.2	CC1Sc2ccc(Cl)cc2-c2nc(N)ncc21 (stereo not given)
·	10	2	-3	·	0	-1.2	COc1cccc(CN2CCN(C(=S)NCc3ccc(Cl)cc3)CC2)c1
2	-1	·	1	1	-1	0.8	Cc1cc(C)c2c(c1)/C(=c1/sc3n(c1=O)CN(c1ccccc1)CN=3)C(=O)N2
-3	11	5[16.7 µM]	·	·	·	-1.5	CCC(=O)Nc1ccc2c(c1)C(=O)N(C)C[C@H](OC)[C@@H](C)CN(Cc1ccccc1)[C@H](C)CO2
-7	-2	1	0	0	-5	-3.3	CC1(C(=O)NCc2ccccc2Br)CCN1C(=O)Cc1ccc(-c2ccccc2)cc1 (stereo not given)
-5	0	0	3	0	1	3.3	CCOc1ccc(N(CC(=O)NC(C)C)C(=O)CCC(=O)Nc2ccccn2)cc1
-13&4	-2&14	-3	0&4	-1&18	-3&-4	0.4&2.9&-3.6	C[C@@H]1CN([C@@H](C)CO)C(=O)CCCn2nncc2CO[C@H]1CN(C)S(=O)(=O)c1ccc(Oc2ccccc2)cc1
-1	-1	·	2	2	-2	-2.1	Cc1nn(-c2ccccc2)c(Cl)c1/C=N/O
-1	-7	3	0	6	-2	0.4	CCN1C(=O)[C@H]2[C@@H](c3ccc(-c4ccccc4)cc3)N3CCCC[C@@]3(C(=O)OC)[C@H]2C1=O
-3	3	3	1	-3	0	4.5	Cc1ccc(N2CC(C)Cn3c2nc2c3c(=O)[nH]c(=O)n2C)cc1 (stereo not given)
0	58*	-1	-5	-2	3	-0.1	CCCCCCC(=O)O
-1	?	0	5	0	-5	-3.5	Cc1cccc(C(=O)N2CCCC(c3nc(-c4ccc(C)o4)no3)C2)c1 (stereo not given)
-4	4	·	1	2	2	2.0	COc1ccc2c3c([nH]c2c1)[C@@H](CO)N(Cc1cccnc1)CC31CCN(C(=O)CN(C)C)CC1
3	1	1	3	2	2	-5.7	CC(=O)C1CCCN(C(=O)c2ccc3oc(CCc4ccccc4)nc3c2)C1 (stereo not given)
5	0	-5	0	0	5	2.8	CC1(C)CC(=O)N(c2cccc(Cl)c2)C(=O)C1
11	-7	-16	-7	1	2	2.1	O=C(Nc1ccc(N2CCCCC2)cc1)C1CCCN1S(=O)(=O)c1ccc(F)cc1 (stereo not given)
0	-2	3	0	5	-1	-0.2	O=C(CN1C(=O)c2ccccc2S1(=O)=O)N1CCOCC1

# The list goes on; it opens with the 7 that closed the last part.
SIRT5 block	DENV2 CPE rescue	miR122 inh	CASP6 VEID inh	ERAP1 HTS inh	ERp5 block	CFTR F508del cor	Compound
0	58*	-1	-5	-2	3	-0.1	CCCCCCC(=O)O
-1	?	0	5	0	-5	-3.5	Cc1cccc(C(=O)N2CCCC(c3nc(-c4ccc(C)o4)no3)C2)c1 (stereo not given)
-4	4	·	1	2	2	2.0	COc1ccc2c3c([nH]c2c1)[C@@H](CO)N(Cc1cccnc1)CC31CCN(C(=O)CN(C)C)CC1
3	1	1	3	2	2	-5.7	CC(=O)C1CCCN(C(=O)c2ccc3oc(CCc4ccccc4)nc3c2)C1 (stereo not given)
5	0	-5	0	0	5	2.8	CC1(C)CC(=O)N(c2cccc(Cl)c2)C(=O)C1
11	-7	-16	-7	1	2	2.1	O=C(Nc1ccc(N2CCCCC2)cc1)C1CCCN1S(=O)(=O)c1ccc(F)cc1 (stereo not given)
0	-2	3	0	5	-1	-0.2	O=C(CN1C(=O)c2ccccc2S1(=O)=O)N1CCOCC1
-1	-1	-1	4	-1	3	2.8	CCOCCCN(C(=O)c1snc(C(N)=O)c1N)C(C(=O)NC(C)(C)C)c1ccc(Cl)cc1 (stereo not given)
-6	3	-5	0	1	0	0.4	Cc1c(NS(=O)(=O)c2ccc(N)cc2)c(=O)n(-c2ccccc2)n1C
-28	5	0[16.7 µM]	-1	1	0	-1.4	CC(=O)N1[C@@H]2c3ccc(-c4ccccc4)c(=O)n3C[C@H]1[C@H](CO)[C@H]2C(=O)N1CCN(C)CC1
-5	2	0[16.7 µM]	·	·	-7	2.4	CCC(=O)Nc1ccc2c(c1)C(=O)N(C)C[C@H](OC)[C@H](C)CN(Cc1cccnc1)[C@@H](C)CO2
0	8	7	-3	1	-2	1.3	O=C(CC(=O)Nc1cccc(Cl)c1Cl)Nc1cccc(Cl)c1Cl
-1	-6	-2	0	-1	4	0.6	COc1ccc(CN2C(=O)NC3(CCCC3)C2=O)cc1F
·	19	0	2	·	-4	4.7	COC(=O)C1=C2c3[nH]c4ccccc4c3CCN2C(=O)CC1
1	8	2	-3	-7	5	-0.4	COc1ccccc1NC(=O)CCCN1C(=O)C2CC=CCC2C1=O (stereo not given)
